# Source: PubChem BioAssay
# 12-LOX inh – blocks human arachidonate 12S-lipoxygenase; P18054; purified 12hLO, xylenol orange hydroperoxide absorbance; Potency, µM (doses to about 108 µM), inactives show at the top dose activity change, negative = inhibition, most hits filed as inhibitors; actives 1.1% (n = 580,000); AID 1671190; active = well fitted inhibition curve with a large enough effect; inconclusive = small, poorly fitted or top-dose-only effect, or another doubt; inactive = no such curve, though single readings can be large or run the other way
# Target sequence (P18054 whole entry, looked up): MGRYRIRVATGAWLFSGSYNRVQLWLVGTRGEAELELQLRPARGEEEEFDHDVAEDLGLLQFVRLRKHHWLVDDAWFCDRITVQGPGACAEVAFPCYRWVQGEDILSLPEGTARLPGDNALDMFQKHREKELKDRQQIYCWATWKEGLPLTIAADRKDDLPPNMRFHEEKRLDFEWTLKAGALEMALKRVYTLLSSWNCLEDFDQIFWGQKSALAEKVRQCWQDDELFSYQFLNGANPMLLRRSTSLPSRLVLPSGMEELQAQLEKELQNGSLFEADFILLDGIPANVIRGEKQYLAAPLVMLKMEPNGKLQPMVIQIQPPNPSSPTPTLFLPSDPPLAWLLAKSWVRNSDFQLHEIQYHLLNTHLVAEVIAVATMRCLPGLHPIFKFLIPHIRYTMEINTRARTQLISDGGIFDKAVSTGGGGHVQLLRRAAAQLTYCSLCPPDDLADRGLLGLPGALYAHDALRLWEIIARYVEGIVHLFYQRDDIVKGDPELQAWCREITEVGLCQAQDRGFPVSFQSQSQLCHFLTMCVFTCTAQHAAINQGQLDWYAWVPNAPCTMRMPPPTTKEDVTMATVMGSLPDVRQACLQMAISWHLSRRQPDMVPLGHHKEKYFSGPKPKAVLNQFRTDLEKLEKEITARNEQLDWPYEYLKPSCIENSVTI
#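 Hydroperoxide product was detected by ferrous iron/xylenol orange as the 573 to 405 nm absorbance ratio. Arachidonic acid at 40 uM (final) was turned over for 30 min at room temperature by 150 nM human 12hLO, pH 7.0 Hepes buffer, after 15 min compound preincubation.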
# * marks the source's active call; other numbers are inactive results; u = inconclusive; [ ] = another dose, or the depositor's remark. % is scaled to controls: 0 for no effect and ±100 for the full control effect; potency is read from the fitted curve at half-maximal effect. Only part of the results is shown. The share of hits here may be higher or lower than overall.
SMILES,12-LOX inh
Cc1ccc2c(c1)C(c1ccccc1)=Nc1ccc(C)cc1C(c1ccccc1)=N2,-57.7%
CN1CCc2nc3sc(C(=O)c4ccc(Cl)cc4)c(N)c3cc2C1,35.5µM*
COc1ccc([C@H]2C[C@@H](O)[C@@H](O)[C@@H]2NCc2ccccc2)cc1,11.4%[176 µM]
Cc1ccc(CNC(=O)N2CCCN(S(=O)(=O)c3ccccc3)CCC(=O)NCC2)cc1,10.6%
CCCc1cc(=O)oc2cc(OS(=O)(=O)c3ccc(F)cc3Cl)ccc12,u
Clc1ccccc1C1(c2ccnc(C3CCCC3)n2)CCNCC1,-16.1%
CC(=O)Nc1cccc(C(=O)N2CC[C@@H](c3sccc3C)[C@H](O)C2)c1,43.6%[activator]
O=C(NCCCNC(=O)C1CC1)C1CC1,18.0%
CCN(CC)S(=O)(=O)c1ccc(NC(=O)CN(c2ccc(C)c(Cl)c2)S(C)(=O)=O)cc1,-12.9%
Cn1c(SCc2ccc(Br)cc2F)nnc1-c1cnccn1,-6.5%
Cc1nc(N2CCC(C(=O)NCC3CCCCC3)CC2)cc(C(F)(F)F)n1,-2.1%
OCCCNC(=S)Nc1ccccc1F,0.7%
O=C(CC1C(=O)NCCN1C(=O)CN1CCN(C(=O)c2ccco2)CC1)Nc1ccc2c(c1)OCO2 (stereo not drawn),7.0%
CC(C)CNc1nc(-c2ccc(S(=O)(=O)N3CCCCCC3)cc2)cs1,-5.9%
CCOc1cc(CNCc2ccco2)ccc1OC,-15.5%
COc1ccc(-c2nc(C)nc3c2CN([S+](=O)([O-])c2ccc(C)cc2)CC3)cc1,19.6%
COc1ccc(S(=O)(=O)Nc2nc3ccccc3nc2Nc2cccc(C)c2)cc1,0.1%
CCC(C)(C)C(=O)NCc1cccs1,-11.1%
N#Cc1ccc(NC(=O)COc2ccc3cc(Br)ccc3c2)cc1,-18.0%
O=C(CC1CCc2ccccc21)N1CCCN(c2ncccn2)CC1 (stereo not drawn),-0.4%
Cn1cccc1C(=O)N1C[C@@H](F)C[C@H]1C(=O)N1CCCCC1,8.0%
COc1cc(=O)n2c(c1C(=O)Nc1cccc(C)c1C)CCCC2,15.2%
COc1ccc(CNC(=O)[C@@H]2Cc3nc[nH]c3CN2Cc2cc3ccccc3o2)cc1,82.6%[activator][176 µM]
Cc1ccc(OCc2nnc3sc(-c4cccc(N(C)C)c4)nn23)cc1,18.0%
O=C(Nc1ccccc1)c1cc(=O)[nH]c2ccccc12,-1.9%

# Among those listed so far, these have an NH in an aromatic ring.
SMILES,12-LOX inh
COc1ccc(CNC(=O)[C@@H]2Cc3nc[nH]c3CN2Cc2cc3ccccc3o2)cc1,82.6%[activator][176 µM]
O=C(Nc1ccccc1)c1cc(=O)[nH]c2ccccc12,-1.9%

# Some of the entries so far, field by field:
O=C(CC1CCc2ccccc21)N1CCCN(c2ncccn2)CC1 (stereo not drawn)
  12-LOX inh: -0.4%

Cn1cccc1C(=O)N1C[C@@H](F)C[C@H]1C(=O)N1CCCCC1
  12-LOX inh: 8.0%

COc1cc(=O)n2c(c1C(=O)Nc1cccc(C)c1C)CCCC2
  12-LOX inh: 15.2%

COc1ccc(CNC(=O)[C@@H]2Cc3nc[nH]c3CN2Cc2cc3ccccc3o2)cc1
  12-LOX inh: 82.6%[activator][176 µM]

# Other entries.
SMILES,12-LOX inh
COCc1cc(=O)n(CC(=O)N2CCN(c3ccc(F)cc3)CC2)c(N2CCOCC2)n1,17.5%
N#Cc1ccccc1OCc1ncc(-c2ccc(Cl)cc2)o1,-9.9%
COc1ccc(Cl)cc1-c1ccc2c(c1)C(=O)N1CCN(C(=O)CN)C[C@H]1C(=O)N2,48.1%[activator][176 µM]
c1ccc(Nc2cc3c(cn2)CN(Cc2ccn[nH]2)CCN3)cc1,99.0%[activator][176 µM]
COc1cccc(N2C(=O)NC(=NC3CCCC3)C23CCN([S+](=O)([O-])c2ccccc2)C3)c1 (stereo not drawn),-0.5%[6.33 µM]
CC(=O)N1CCCN(Cc2nnc(C(=O)N3CCC[C@@H]3c3cccc(F)c3)n2-c2ccccc2)CC1,62.4%[activator]
O=C(COc1ccc(Cl)cc1Cl)Nc1ccc2c(c1)N(C(=O)c1cccnc1)CCC2,-9.6%
CSC1=N/C(=C\c2ccc(I)o2)C(=O)S1,5.62µM*
CCCOc1ccc(/C(O)=C2\C(=O)C(=O)NC2c2ccc(C(C)(C)C)cc2)cc1 (stereo not drawn),u
CNC(=O)NC(=O)C(C)N(C)Cc1ccccc1 (stereo not drawn),u
CC(=O)N1CC[C@@H](CC(=O)O)[C@@H](CC2=NCCc3ccccc32)C1,6.7%[176 µM]
CN(Cc1cccnc1)C(=O)c1c(OCC2CC2)cc(=O)n2c1CCCCC2,60.2%[activator]
O=C(NCCCN1CCc2ccccc2C1)C1CCCCC(=O)N1Cc1ccccc1 (stereo not drawn),12.0%
O=C1CCN(C(=O)C2(c3ccccc3)CC2)CCCC(C(=O)NCc2ccccc2)CCN1 (stereo not drawn),6.1%
Cc1ccc(CN2Cc3[nH]cnc3C[C@H]2C(=O)N2CCC(Cc3ccccc3)CC2)cc1,15.0%[176 µM]
O=C1CCCC2=C1C(c1ccc(Cl)c(Cl)c1)C1=C(CCCC1=O)O2,2.8%
Cc1ccccc1-c1nc(-c2ccc(Br)cc2)no1,-4.6%
CCNC(=O)[C@@H]1C[C@H](n2cc(C(C)(C)NC(=O)c3ccccc3C)nn2)CN1,u
COc1ccc(CCC(=O)NCc2nnc3c(-c4nc(C5CC5)no4)cccn23)cc1,44.0%[activator]
O=S(=O)(c1ccccc1)c1nnn2c1nc(NCc1ccncc1)c1ccccc12,-1.8%[6.33 µM]
O=C1NCN(Cc2ccc(Cl)cc2)C12CCN([S+](=O)([O-])c1ccccc1)CC2,12.4%
CCC(=O)Nc1ccc2c(c1)nc(CCNC(=O)c1ccc(C)c(F)c1)n2C,23.5%
CC1CCC(C(C)C)C(OC(=O)COC(=O)c2cc(=O)c3ccccc3o2)C1 (stereo not drawn),14.8%
O=C1OCCC1N1CCC(c2nc3ccccc3s2)CC1 (stereo not drawn),0.6%
Cc1cccc(C(=O)Nc2sc3c(c2C(=O)N2CCN(C)CC2)CCC3)c1,-17.1%
# Next part
SMILES,12-LOX inh
CCc1cc(N2CCOCC(O)(CN3CCCC3)C2)nc(N2CCCC2)n1 (stereo not drawn),134.0%[activator]
CCc1ccc(C(=O)NCCOC)cc1,-70.0%
COc1cccc(CNC(=O)C2CCN(c3cc(C(F)(F)F)ncn3)CC2)c1,16.5%
CCOc1cc(Br)c(/C=C2/NC(=O)NC2=O)cc1OCC,u
CCc1cc(=O)n(CC(=O)N2CCN(c3ccc(OC)cc3)CC2)c(-c2ccccc2)n1,u
O=C(NCCc1ccncc1)C1CN(C(=O)C2CCCC2)CC12CCOCC2 (stereo not drawn),11.6%
COC[C@@H]1CN(Cc2cnn(C(C)C)c2)C[C@H]1C(=O)NC1CC1,36.4%[activator]
CCCCc1ccc(NC(=O)COc2ncnc3ccccc23)cc1,-12.4%
CCN1CCN(c2ccc(NC(=O)c3ccc(Cl)c(S(=O)(=O)N(CC)CC)c3)cc2)CC1,-4.3%
O=C(C1Cn2cccc2C(=O)N1Cc1cccnc1)N1CCN(c2ncccn2)CC1 (stereo not drawn),15.2%
COc1ccc(NS(=O)(=O)c2ccc(N/N=C/c3ccsc3)c([N+](=O)[O-])c2)cc1,-62.0%
COc1cccc(C(=O)N2CCC3(CC2)CC(OC)CCO3)c1 (stereo not drawn),34.1%
COCCC(=O)N1CC(F)(F)C[C@H]1c1nc(-c2ccncc2)no1,-0.1%
Cc1ccc(C(=O)N(CC(C)C)CC2CN(C(=O)Nc3cccc(Cl)c3)CCO2)cc1 (stereo not drawn),u
CCCN(C)C(=O)c1nn(CCC)c(=O)c2ccccc12,u
COc1ccc(OCCN(C)C(=O)c2cc(C3CC3)nc3ccccc23)cc1,-11.4%
O=C(NCc1nnc2n1C(C(=O)O)CC2)c1cccc(Cl)c1 (stereo not drawn),u
COc1ccc(C(=O)NC2CCN(c3cn[nH]c(=O)c3)CC2)cc1,u
COCc1ncc(C)n1CCNC(=O)Nc1ccc(C)c(C)c1,49.2%[activator]
Cc1cc(Cl)ccc1OCC(=O)NCc1ccc(-c2nc3ncccc3o2)cc1,5.1%
COc1ccccc1OCCC(=O)NC12CC3CC(CC(C3)C1)C2,14.6%
CCCCc1ccc(C(=O)NCc2ccncc2)cc1,0.0%
Cn1c(=O)c2c(ncn2CC(O)COCc2ccccc2F)n(C)c1=O (stereo not drawn),22.8%
Cc1ccc(CN(Cc2ccco2)C(=O)c2cc3ccccc3oc2=O)cc1,-10.9%
O=C(Cc1c[nH]c2ccccc12)N1CCN(C(=O)c2ccccc2)CC1,-1.2%

# Grouped by structure, those above containing a COOH group
SMILES,12-LOX inh
CC(=O)N1CC[C@@H](CC(=O)O)[C@@H](CC2=NCCc3ccccc32)C1,6.7%[176 µM]
O=C(NCc1nnc2n1C(C(=O)O)CC2)c1cccc(Cl)c1 (stereo not drawn),u

# Next part.
SMILES,12-LOX inh
O=C(CC1CCN(C(=O)Nc2cccc(F)c2)C1)NC1CC1 (stereo not drawn),u
Cc1cc(N2CCC(C)CC2)nc2ccc(NC(=O)c3ccc(N(C)C)cc3)cc12,-2.5%
Cc1ccccc1-c1cccc(CN2CCc3nnc(C(C)NC(=O)c4cccnc4)n3CC2)c1 (stereo not drawn),35.8%[activator]
O=C(O)CCn1ncc2cc(OCC3CCN(C(=O)C4CCCC4)CC3)ccc21,50.8%[activator][176 µM]
CCC(=O)N1CCC(n2nccc2NC(=O)Nc2ccccc2Cl)CC1,0.2%
C#Cc1ccc(-n2nc3ccccc3c2OC)cc1,u
COc1ccc(C(=O)N[C@H]2C[C@@H](c3nc(-c4ccc(OC)cc4)no3)N(C)C2)cc1,5.6%[176 µM]
O=C(NC1C[C@H]2CC[C@@H](C1)N2C(=O)Cc1ccc(F)cc1)c1ccncc1 (stereo partly drawn),34.8%
Cc1cc(OC2CN(C(=O)c3ccccn3)C2)ccc1F,49.5%[176 µM]
CCCCN(C)CCC(=O)Nc1ccc(F)cc1,-28.6%
CCOCCCNC(=O)N1CCn2nnc(CCC(=O)N3CCOCC3)c2C1,5.7%
COc1ccc(C[C@H](NC(=O)[C@@H]2C[C@@H](NC(=O)CSC)CCN2C(=O)CCC(=O)O)C(N)=O)cc1,5.4%
CC(C)N1CCN(C(=O)c2cc3c(=O)[nH]c(-c4ccccc4)cn3n2)CC1,10.8%
CC(=O)N1CCC[C@@]2(CCN(C(=O)Nc3cccc(C#N)c3)C2)C1,-3.2%[57.4 µM]
CCOC(=O)N1CCN(C(=O)CN(c2ccc(F)cc2)S(C)(=O)=O)CC1,6.2%
COc1ccc(OC)c(N2CC(O)=C(c3nc4ccccc4n3C)C2=N)c1,42.4%[activator]
CSCCNC(=O)C1CN(c2ccc(F)cc2)C(=O)N1 (stereo not drawn),4.3%[176 µM]
COc1cccc(CN2C(=O)OC3(CCN(Cc4ccncc4)CC3)C2(C)c2cccnc2)c1 (stereo not drawn),32.2%
CCOC(=O)c1ccc(-c2ccccc2)cc1,6.8%
COc1cccc(CN2CCN(c3nc4c(s3)c(C)nn4C)CC2=O)c1,-4.3%
COc1ccc(-n2nc3n(c2=O)CCN(Cc2cccnc2)C3)cc1,12.3%[6.33 µM]
Cc1ccccc1CN1C(=O)CSCC1(C)C(=O)Nc1c(C)cccc1C (stereo not drawn),-33.6%
C=CCNC(=O)NC(C)CC (stereo not drawn),3.5%
CC1(c2ccccc2)N(Cc2ccccc2)C(=O)OC12CCN(Cc1cccnc1)CC2 (stereo not drawn),9.7%[176 µM]
COc1ccc2c(c1)CN(Cc1ccccc1)CC[C@H]1COC(=O)N21,12.4%[176 µM]
COc1ccc(OC)c(CN2CC[C@@H]3OCC(=O)N(Cc4ccccc4)[C@H]3CC2)c1,u
O=C(CCC[C@H]1NC[C@@H]2C[C@H]1CN(Cc1ccccc1)C2)NCc1ccc(N2CCOCC2)cc1,-0.8%

# Individual results from the list.
# In 12-LOX inh, `Cc1cc(N2CCC(C)CC2)nc2ccc(NC(=O)c3ccc(N(C)C)cc3)cc12` is listed with -2.5%
# In 12-LOX inh, `CC(C)N1CCN(C(=O)c2cc3c(=O)[nH]c(-c4ccccc4)cn3n2)CC1` is listed with 10.8%
# In 12-LOX inh, `COc1cccc(CN2CCN(c3nc4c(s3)c(C)nn4C)CC2=O)c1` is listed with -4.3%
# In 12-LOX inh, `O=C(NC1C[C@H]2CC[C@@H](C1)N2C(=O)Cc1ccc(F)cc1)c1ccncc1` (stereo partly drawn) is listed with 34.8%
# In 12-LOX inh, `CC1(c2ccccc2)N(Cc2ccccc2)C(=O)OC12CCN(Cc1cccnc1)CC2` (stereo not drawn) is listed with 9.7%[176 µM]
